hIAP inh = human IAP inhibition; AID 2544; inhibition, % at 10 µM; P09923; purified IAP, CDP-Star luminescence, 30 min; 0.12% of 330,000 active;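 active = inhibition reaching a set limit with compound at 10 µM in the primary screen, cut at about 35% in these data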;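 note: plate controls were DMSO wells with enzyme for no effect and no-enzyme buffer wells for full effect; values of inactives mirror those of a sister screen read the other way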
Target sequence (P09923 whole entry, looked up): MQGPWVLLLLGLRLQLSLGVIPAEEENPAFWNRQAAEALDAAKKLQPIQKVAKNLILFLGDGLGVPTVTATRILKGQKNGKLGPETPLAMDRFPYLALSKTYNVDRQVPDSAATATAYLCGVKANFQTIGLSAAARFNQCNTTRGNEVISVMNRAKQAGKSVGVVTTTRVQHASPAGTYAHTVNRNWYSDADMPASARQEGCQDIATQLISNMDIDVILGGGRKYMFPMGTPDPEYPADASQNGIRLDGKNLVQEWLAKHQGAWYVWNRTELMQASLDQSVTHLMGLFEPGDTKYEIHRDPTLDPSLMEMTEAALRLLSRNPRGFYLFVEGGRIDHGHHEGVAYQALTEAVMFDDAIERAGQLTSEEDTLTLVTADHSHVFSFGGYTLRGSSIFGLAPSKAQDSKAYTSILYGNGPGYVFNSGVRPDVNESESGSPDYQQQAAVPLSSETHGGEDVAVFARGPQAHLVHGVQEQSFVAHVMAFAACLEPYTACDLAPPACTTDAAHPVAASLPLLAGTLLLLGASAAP
beta cell repl = inducers of beta-cell replication in MIN6 cells; MIN6 cells proliferation, ATPlite luminescence, 48 h; cells starved in 0.2% serum; 100% = growth in 10% serum; proliferation, % at 10 µM; 0.29% of 330,000 active;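 active = compounds whose signal lies at least 3.5 SD above the mean of all wells on their plate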;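 note: 0% = DMSO-treated cells in low-serum medium and 100% = 10% serum control; some compounds called inactive have numbers as strong as hits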
A3G deaminase = blocks human APOBEC3G single-stranded DNA deamination; Q9HC16; recombinant A3G, ssDNA deamination FAM/TAMRA fluorescence; inhibition, % at 20 µM; 0.28% of 330,000 active;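 active = inhibition of at least 40% at 20 µM, with no more than 30% in the related APOBEC3A deaminase screen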;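 note: plate controls were DMSO wells with A3G for no effect and wells lacking A3G enzyme for full effect; some compounds called inactive have numbers as strong as hits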
mIAP inh = blocks mouse intestinal alkaline phosphatase; purified mouse IAP, CDP-Star luminescence, 30 min; inhibition, % at 10 µM; 0.2% of 330,000 active;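 active = inhibition of at least 40% at 10 µM in the primary screen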;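 note: plate controls were DMSO with enzyme for no effect and no enzyme wells for full effect; values of inactives mirror those of a sister screen read the other way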
NALP3 yeast inh = blocks the NALP3 inflammasome reconstituted in yeast; AID 2825; Yeast reconstituted NLRP3/ASC/caspase-1, beta-gal luminescence, 24 h; 0.39% of 330,000 active; inhibition, % at 10 µM;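 active = inhibition of 50% or more; inactive = inhibition below 50%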;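 note: plate controls were induced DMSO wells for no effect and uninduced yeast grown without galactose for full effect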
TIM10 inh = TIM10 yeast growth inhibition; S. cerevisiae TIM10 strain growth, BacTiter-Glo luminescence, 24 h; inhibition, % at 10 µM; 1.4% of 330,000 active; AID 463195;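 active = inhibition of 40% or more at the single tested concentration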;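 note: wild-type TIM10 isogenic control strain grown at permissive 25 °C; 0% = DMSO yeast wells and 100% = minimal medium wells without yeast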
mIAP act = mouse IAP activation. muIAP, CDP-Star luminescence, 30 min; stronger effect = higher value; 1 = vehicle-only enzyme signal, 0 = enzyme-free wells. activation factor at 10 µM. 0.24% of 330,000 active;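 active = activation factor of at least 2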; note: the source names both 10 and 20 µM as test concentration; values of inactives mirror those of a sister screen read the other way
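Assay system: mouse IAP enzyme; reagent: chemiluminescent substrate CDP-Star; dosing: test compounds delivered from DMSO solution; schedule: 30 min at room temperature; measured by: luminescence from enzymatic CDP-Star hydrolysis; controls: DMSO-only wells and no-enzyme negative control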
tim10-1 inh = tim10-1 yeast growth inhibition | inhibition, % at 20 µM | S. cerevisiae tim10-1 ts strain growth, BacTiter-Glo, 24 h | AID 463190 | 2.2% of 330,000 active;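 active = inhibition of at least 40%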;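 note: mutant grown at 25 °C; 0% = DMSO wells with yeast and 100% = wells holding no yeast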
A3A deaminase = blocks human APOBEC3A ssDNA deamination | recombinant A3A, FAM/TAMRA ssDNA deamination fluorescence | inhibition, % at 20 µM | 0.41% of 330,000 active | AID 493011;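 active = at least 40% inhibition at 20 µM here, with at most 30% in a related deaminase screen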;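 note: plate controls were A3A with DMSO for no effect and wells lacking A3A enzyme for full effect; some results filed as inactive read as strong as hits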
Target sequence (P31941 whole entry, looked up): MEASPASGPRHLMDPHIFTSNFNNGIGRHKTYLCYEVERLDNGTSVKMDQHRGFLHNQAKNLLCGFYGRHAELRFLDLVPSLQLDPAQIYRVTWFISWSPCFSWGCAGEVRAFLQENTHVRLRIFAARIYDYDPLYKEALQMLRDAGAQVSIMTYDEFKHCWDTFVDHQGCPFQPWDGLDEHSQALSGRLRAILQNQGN
* = called active by the depositor.

nr	SMILES	hIAP inh	beta cell repl	A3G deaminase	mIAP inh	NALP3 yeast inh	TIM10 inh	mIAP act	tim10-1 inh	A3A deaminase
1	Cc1nnsc1-c1nnc(SCC(=O)c2ccc(F)cc2)n1C1CC1	3	-2	-5	2	17	-2	0.98	-2	-6
2	COc1cc(-c2nc3c4ccccc4nc(=S)n3[nH]2)cc(OC)c1OC	-1	2	-12	8	29	1	0.92	-11	-10
3	Cc1ccc(OCCCC(=O)ON=C(N)c2ccccc2C)cc1	10	1	-7	-2	17	41*	1	60*	-3
4	O=C(O)C1(P(=O)(c2ccc(Cl)cc2)c2ccc(Cl)cc2)CC1	1	-3	-3	-1	9	12	1	8	-1
5	COc1ccc(C(=O)OCC(=O)NCCCc2ccccc2)c(OC)c1	3	0	-8	-4	25	11	1	-8	-4
6	O=c1[nH]c(Nc2nc3ccccc3o2)nc2c1CCCC2	-1	-5	5	10	15	2	0.91	38	4
7	N/C(=N\OC(=O)C1CCCCC1)c1ccc(Br)cc1	-5	-2	-7	1	8	45*	0.99	61*	-6
8	O=C(COC(=O)CNC(=O)c1ccc(Cl)cc1)Nc1ccc(Cl)cc1C(F)(F)F	-6	0	0	-4	10	3	1	31	2

Entries of single compounds as entered above. Screens in order: hIAP inh	beta cell repl	A3G deaminase	mIAP inh	NALP3 yeast inh	TIM10 inh	mIAP act	tim10-1 inh	A3A deaminase
O=C(COC(=O)CNC(=O)c1ccc(Cl)cc1)Nc1ccc(Cl)cc1C(F)(F)F reads -6	0	0	-4	10	3	1	31	2
O=C(O)C1(P(=O)(c2ccc(Cl)cc2)c2ccc(Cl)cc2)CC1 reads 1	-3	-3	-1	9	12	1	8	-1
COc1cc(-c2nc3c4ccccc4nc(=S)n3[nH]2)cc(OC)c1OC reads -1	2	-12	8	29	1	0.92	-11	-10
O=c1[nH]c(Nc2nc3ccccc3o2)nc2c1CCCC2 reads -1	-5	5	10	15	2	0.91	38	4
COc1ccc(C(=O)OCC(=O)NCCCc2ccccc2)c(OC)c1 reads 3	0	-8	-4	25	11	1	-8	-4

The listing continues:
nr	SMILES	hIAP inh	beta cell repl	A3G deaminase	mIAP inh	NALP3 yeast inh	TIM10 inh	mIAP act	tim10-1 inh	A3A deaminase
9	COc1ccc(S(=O)(=O)N2CCCOC2CNC(=O)C(=O)NCCc2ccco2)cc1 (stereo not given)	-7	-1	-3	-1	-5	6	1	8	1
10	Cc1ccc(CN2CCN(Cc3cccc(-n4cccn4)c3)CC2CCO)cc1 (stereo not given)	-2	1	-1	-4	13	-6	1	0	1
11	Cc1cccc(C)c1NC(=O)CCS(=O)(=O)c1cccc2nsnc12	-2	-2	-2	-4	0	-12	1	28	-4
12	O=C1CC(c2cccs2)c2cc3c(cc2N1)OCO3 (stereo not given)	3	-1	-7	5	8	3	0.95	14	-1
13	Cc1ccc(-n2ncc3c(NNC(=O)Cc4ccccc4)ncnc32)cc1	-121	-5	-3	-7	1	14	1.1	15	1
14	NC(=O)Cc1ccc(Nc2nnc(-c3ccc(O)cc3)c3ccccc23)cc1	19	2	2	6	6	-1	0.94	17	-7
15	CCC(C)NC(=O)Cn1nc(C(F)(F)F)c2c1CCCC2 (stereo not given)	-11	-4	-4	-9	1	3	1.1	12	0
16	CCOc1ccc2nc(N3CCCC(C(=O)N4CCN(CC)CC4)C3)sc2c1 (stereo not given)	6	-1	-10	-9	8	-4	1.1	-1	-3
17	CC(C)Oc1ccc(C(CC(=O)O)NC(=O)c2cccs2)cc1 (stereo not given)	3	2	-6	5	9	1	0.95	7	-2
18	CCS(=O)(=O)Nc1cccc(C(=O)CC2(O)C(=O)Nc3ccccc32)c1 (stereo not given)	-13	0	-5	-6	5	-4	1.1	11	-4
19	CCn1cc(C(=O)N2CCN(c3ccc([N+](=O)[O-])cc3)CC2)c(=O)c2ccc(C)nc21	6	-4	-4	14	5	-3	0.86	12	-1
20	O=c1c(C(c2ccc(Cl)cc2)c2c(O)nc3n(c2=O)CCS3)c(O)nc2n1CCS2	-14	-3	1	4	14	-5	0.96	-11	1
21	CCN(c1cccc(C)c1)S(=O)(=O)c1ccc2c(c1)oc(=O)n2C	1	1	-2	-2	22	-29	1	-15	-2
22	COc1cc(OC)cc(-c2nnc(SCc3cccc(C(=O)O)c3)o2)c1	0	3	-8	8	1	0	0.92	7	-5
23	Cc1ccccc1NC(=S)N(Cc1cccs1)C1CCCCC1	-35	-4	-9	-1	8	28	1	34	6
24	COCCCNC(=O)Cn1cnc2sc(C)c(S(=O)(=O)N3CCN(c4ncccn4)CC3)c2c1=O	-6	-2	-2	-5	19	-7	1.1	18	1
25	CN(CCC#N)C(=O)COC(=O)C1c2ccccc2Oc2ccccc21	11	-1	-9	-5	11	12	1.1	-8	-4
26	Cc1nn2c(N3CCN(C)CC3)c3c(nc2c1-c1ccccc1)CCCC3	7	-4	4	-4	21	6	1	-6	2
27	O=C(Nc1ccc(F)cc1)c1cccc(N2C(=O)c3ccccc3C2=O)c1	-13	0	-3	-8	0	-15	1.1	-16	-2
28	CN(Cc1ccccc1)C(=O)COC(=O)C1CCN(S(=O)(=O)c2ccc3c(c2)OCCO3)CC1	-13	-1	-5	4	4	9	0.96	22	-1
29	CCOc1ccc(N2C(=O)c3cccnc3C2Nc2ccc(Cl)cc2)cc1 (stereo not given)	2	-1	0	3	28	19	0.97	22	1
30	O=C1N/C(=C/c2ccsc2)C(=O)N1c1ccccc1	-6	0	-2	-5	36	-18	1.1	2	2
31	CC(=O)c1cccc(NC(=S)NC(=O)Cc2ccccc2)c1	5	1	-3	-5	-2	27	1.1	46*	-2
32	CC1CCCC(C)N1CCCNC(=O)C(=O)Nc1ccc2nc3n(c(=O)c2c1)CCCCC3 (stereo not given)	-17	-3	-6	-6	3	-3	1.1	-15	-3

Two of the compounds above, screen by screen:
(21) CCN(c1cccc(C)c1)S(=O)(=O)c1ccc2c(c1)oc(=O)n2C
(6) O=c1[nH]c(Nc2nc3ccccc3o2)nc2c1CCCC2
screen / no. | 21 | 6
hIAP inh | 1 | -1
beta cell repl | 1 | -5
A3G deaminase | -2 | 5
mIAP inh | -2 | 10
NALP3 yeast inh | 22 | 15
TIM10 inh | -29 | 2
mIAP act | 1 | 0.91
tim10-1 inh | -15 | 38
A3A deaminase | -2 | 4

Next entries
nr	SMILES	hIAP inh	beta cell repl	A3G deaminase	mIAP inh	NALP3 yeast inh	TIM10 inh	mIAP act	tim10-1 inh	A3A deaminase
33	CCC[C@@H]1C[C@@]1(CCC)[C@@H](NP(=O)(c1ccccc1)c1ccccc1)c1ccc(C(=O)OC)cc1	-18	-7	-14	-16	10	20	1.2	26	0
34	CCCC1C(=O)Nc2ccccc2N1C(=O)c1ccc(C(C)(C)C)cc1 (stereo not given)	-1	-5	3	-14	3	-1	1.1	25	2
35	O=C(CN1C(=O)CSC1=O)Nc1ccc(F)c(F)c1F	-11	-2	0	4	11	-6	0.96	3	1
36	Cc1ccccc1Cn1nnc(-c2ccc3c(c2)OCO3)n1	-20	-4	-3	9	33	-26	0.91	9	-6
37	CSc1ccc(C2c3[nH]c4ccccc4c3CCN2C(=O)c2ccnn2C)cc1 (stereo not given)	-1	-4	-8	-38	5	7	1.4	4	4
38	CSc1cc(-c2ccc(Cl)cc2)[nH]c(=O)c1C#N	1	-2	1	5	10	-2	0.95	15	3
39	O=C(NCCc1c[nH]c2ccccc12)C(=O)NCC1OCCCN1S(=O)(=O)c1cc(F)ccc1F (stereo not given)	1	-1	-5	3	-20	0	0.97	24	-4
40	CCCOC1OC(=O)c2c1ccc(OC)c2OC (stereo not given)	4	-2	-5	-5	13	-2	1.1	7	-5
41	COc1cc2ccccc2cc1C(=O)N1CCN(C)CC1	-1	2	-4	-20	-1	-13	1.2	-4	-3
42	CCCCc1cc2c(cn1)=C(OC(=O)c1cnc3ccccc3n1)C(C)(OC(=O)CC)C(=O)C=2 (stereo not given)	5	-2	-11	4	3	6	0.96	-9	-1
43	CCC(=O)N(Cc1ccco1)C1CC(=O)N(c2ccccc2)C1=O (stereo not given)	-7	0	-9	-3	3	-2	1	5	-4
44	CC1CCCCN1C(=O)C(Cc1ccccc1)N1C(=O)C2CCCCC2C1=O (stereo not given)	-6	-1	1	6	0	16	0.94	38	-2
45	COc1ccc(C(=O)N2CCC(C(=O)N3CCN(c4ccccc4)CC3)CC2)cc1	-21	0	-3	5	4	4	0.95	0	-4
46	Cc1ccc2c(c1)COc1c3ccc(C(=O)N4CCOCC4)cc3nn1-2	12	-1	-10	6	-6	23	0.94	26	-2
47	CC(CN1CCCCC1)OC(=O)c1ccccc1F (stereo not given)	-16	-3	0	2	14	-2	0.98	5	2
48	NC(=O)[C@@H]1CCCNc2c(F)cc([N+](=O)[O-])cc2C(=O)N[C@@H](CO)C(=O)N[C@@H](Cc2ccc(O)cc2)C(=O)N1	11	-3	-6	6	14	5	0.94	-10	-1
49	Cc1ccc2cc(CCNC(=O)CCCc3ccccc3)c(=O)[nH]c2c1C	-15	4	-5	-2	12	-11	1	7	-6
50	O=C(c1ccc(Cn2c(=S)[nH]c3cc4c(cc3c2=O)OCO4)cc1)N1CCN(c2ccccc2)CC1	-15	-3	-4	8	-1	6	0.92	6	-1
51	CC(C)N(C(=S)NC1CCCCC1)c1ccccc1	2	2	-2	2	12	19	0.98	21	1
52	Fc1ccccc1Nc1nc(NCc2ccco2)nc(N2CCOCC2)n1	-4	2	-6	-2	31	5	1	12	-3
53	COCCCNCCOc1ccccc1-c1ccccc1	-9	-3	-8	-17	-2	-19	1.2	7	-2
54	CCOc1ccc(C(=O)OCC(=O)Nc2ccc3c(c2)OCCO3)cc1OC	-8	2	-3	-7	3	-8	1.1	-20	-2
55	C/C(=N/NS(=O)(=O)c1ccc(Cl)cc1)c1cccc(NC(=O)c2ccncc2)c1	13	-4	4	-8	19	13	1.1	10	2
56	c1ccc2cc(Cn3ccnc3)ccc2c1	-16	-3	-10	-2	19	7	1	-7	-2
57	O=C(Nc1cc2ccccc2oc1=O)C1CCCCC1	6	-2	-6	8	24	18	0.92	15	-3
58	CCOC(=O)N1CCN(C(=O)c2ccc3nc4ccsc4c(=O)n3c2)CC1	10	2	-10	-4	5	9	1	18	0
59	COC(=O)c1ccccc1NC(=O)Cn1ccnc1	5	4	-2	2	7	6	0.98	6	-1
60	COc1ccccc1N(CC(=O)N(CC(C)C)CC(C)C)S(=O)(=O)c1cccs1	2	-1	-17	0	-4	24	1	31	-2
61	O=C1C(Cl)=C(N2CCC(C(=O)O)CC2)C(=O)c2ccccc21	17	-4	18	4	0	-4	0.96	17	7

Source: PubChem (Sanford-Burnham Center for Chemical Genomics)
